GAA850 FXN act: increases GAA850 frataxin promoter reporter activity; HEK293 lucGAA850 FXN promoter luciferase reporter, 24 h; percent of 10 µM SAHA response; activation, % at 6 µM; hit rate 0.56% among 360,000; AID 540364;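 active = activation above the average of all compounds screened plus 3 SD, cutoff fixed separately per campaign, cut at about 7.5% in these data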;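 also: 0% = DMSO wells and 100% = 10 µM SAHA wells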
ssDAF-12 act: S. stercoralis DAF-12 activation, primary screen; hit rate 1% among 370,000; activation, % at 6.8 µM; HEK293 ssDAF-12/GRIP1 lit1-tk-luc reporter, luminescence; % of 3 µM dafachronic acid response; AID 652126;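 active = activation above the mean over all tested compounds plus 3 SD, cut at about 0.9% in these data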;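 also: 0% = DMSO-only wells and 100% = 3 µM delta7-dafachronic acid wells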
hgDAF-12 ag: activates the H. glycines DAF-12 receptor ligand-binding domain; HEK293 GAL4-hgDAF12 UAS-luciferase reporter, agonist luminescence; normalized to butyrate control; activation, % at 6.8 µM; hit rate 1.8% among 370,000; AID 687014;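 active = activation above a cutoff set at the mean of all screened compounds plus 3 SD, cut at about 10% in these data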;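 also: 0% = DMSO wells and 100% = sodium butyrate wells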
hcDAF-12 act: activates DAF-12 receptor from parasite H. contortus | HEK293 hcDAF-12 lit1-tk-luc reporter, luminescence; 0% DMSO, 100% Δ7-dafachronic acid | activation, % at 6.8 µM | hit rate 1.4% among 370,000 | AID 652067;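 active = activation above the mean of all tested compounds plus 3 SD, cut at about 5.5% in these data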;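 also: 100% = response to 3 µM Δ7-dafachronic acid high control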
DAX1 inh-1: inhibitors of DAX1 repression of SF-1 activated StAR promoter | HEK293T StAR-luciferase reporter, SF-1/DAX-1 repression relief | inhibition, % at 6.8 µM | hit rate 1.1% among 370,000 | AID 652010;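 active = inhibition above the mean over all tested compounds plus 3 SD, cut at about 3.6% in these data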;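 also: 0% = DAX-1 cells with DMSO and 100% = cells lacking DAX-1 with DMSO; higher inhibition means more luminescence from relief of DAX-1 repression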
proKLK7 act: activators of human kallikrein-7 zymogen; purified proKLK7, EDANS-DABCYL substrate fluorescence; 100% is mature enzyme control, 0% vehicle; activation, % at 7 µM; hit rate 0.9% among 370,000;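 active = activation above the mean of all tested compounds plus 3 SD, computed per campaign excluding outliers beyond control limits, cut at about 13% in these data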
Target sequence (P49862 whole entry, looked up): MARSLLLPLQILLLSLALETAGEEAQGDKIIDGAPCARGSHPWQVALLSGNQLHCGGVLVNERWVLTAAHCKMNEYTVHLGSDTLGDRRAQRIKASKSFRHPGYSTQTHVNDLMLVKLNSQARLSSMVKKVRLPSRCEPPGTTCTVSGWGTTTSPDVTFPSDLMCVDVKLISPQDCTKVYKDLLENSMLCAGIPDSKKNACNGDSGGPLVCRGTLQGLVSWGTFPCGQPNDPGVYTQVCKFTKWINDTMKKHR
GC-B act: GC-B (human) receptor activation. P20594. HEK293-GC-B cells, CNP EC30, cGMP TR-FRET; 0% at EC30 CNP, 100% saturating CNP. activation, % at 10 µM. hit rate 0.11% among 370,000;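 active = activation at 10 µM reaching about 35% in either raw or pattern-adjusted values, limit read from the data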
GC-A act: GC-A (human) enzyme activation; AID 1671463; activation, % at 10 µM; hit rate 0.14% among 370,000; HEK293 GC-A cells, cGMP TR-FRET, EC30 ANP; 0% at EC30 ANP, 100% saturating ANP; in the data active = activation above about 40%
DAX1 inh-2: inhibits human nuclear receptor DAX1. inhibition, % at 6.75 µM. HEK293 Gal4-DAX1 luciferase reporter, luminescence. P51843. hit rate 0.99% among 340,000. AID 504766;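 active = inhibition above the mean over all tested compounds plus 3 SD, cut at about 4.2% in these data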;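 also: 0% = DAX1-transfected cells with DMSO and 100% = empty-vector control cells with DMSO; inhibition shows as a rise in luminescence from relieved DAX1 repression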
Target sequence (P51843 207-470 limits assumed): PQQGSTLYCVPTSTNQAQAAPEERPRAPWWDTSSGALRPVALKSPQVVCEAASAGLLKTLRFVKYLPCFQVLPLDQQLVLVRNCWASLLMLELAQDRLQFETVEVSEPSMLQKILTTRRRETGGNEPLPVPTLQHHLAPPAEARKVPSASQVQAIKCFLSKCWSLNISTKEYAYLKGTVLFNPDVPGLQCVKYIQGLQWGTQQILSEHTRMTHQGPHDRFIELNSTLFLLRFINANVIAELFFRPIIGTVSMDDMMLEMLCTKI
SMARCA2 act: increases SMARCA2 function in MMTV reporter cells; MG213 cells, MMTV-luciferase reporter, dexamethasone, overnight; hit rate 1% among 370,000; activation, % at 9.1 µM; in the data active = activation above about 7.8%;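 also: 0% = vehicle wells and 100% = reference activator wells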
HGIII-sPLA2 inh: Inhibits HGIII-sPLA2 liposome hydrolysis, primary screen; inhibition, % at 12.2 µM; AID 743126; hit rate 0.56% among 370,000; QFRET BODIPY PC-A2 liposome hydrolysis, fluorescence;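 active = inhibition above mean plus 3 SD of compounds lying within the high and low control bounds, cut at about 19% in these data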;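 also: 0% = median of test compound wells and 100% = no enzyme DMSO wells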
Target sequence (Q9NZ20 whole entry, looked up): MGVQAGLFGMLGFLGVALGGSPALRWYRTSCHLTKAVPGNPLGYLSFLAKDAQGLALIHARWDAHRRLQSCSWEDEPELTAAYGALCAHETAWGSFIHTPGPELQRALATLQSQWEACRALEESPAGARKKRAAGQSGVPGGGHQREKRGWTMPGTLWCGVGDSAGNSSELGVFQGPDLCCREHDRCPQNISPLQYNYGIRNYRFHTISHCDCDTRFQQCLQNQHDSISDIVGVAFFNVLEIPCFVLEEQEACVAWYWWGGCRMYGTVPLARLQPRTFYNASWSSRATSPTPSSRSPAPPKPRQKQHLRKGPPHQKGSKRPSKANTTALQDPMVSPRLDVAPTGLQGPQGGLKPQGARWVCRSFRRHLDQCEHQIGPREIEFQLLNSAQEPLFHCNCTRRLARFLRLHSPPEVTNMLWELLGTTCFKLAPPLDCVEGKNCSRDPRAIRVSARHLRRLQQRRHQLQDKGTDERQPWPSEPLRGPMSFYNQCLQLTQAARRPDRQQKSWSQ
* hit, by the source's call; nt = no result given.

SMILES	GAA850 FXN act	ssDAF-12 act	hgDAF-12 ag	hcDAF-12 act	DAX1 inh-1	proKLK7 act	GC-B act	GC-A act	DAX1 inh-2	SMARCA2 act	HGIII-sPLA2 inh
Cc1ccc(C2=N/C(=C\N3CCCCC3)C(=O)O2)cc1	5.1	-0.1	14*	6.4*	2.1	0.2	-3	-5	2.9	2	3
CCOC(=O)N1CCN(C(=O)C[C@H]2C[C@@]3(C(=O)OC)C(=C[C@H](COCc4ccccc4)O[C@@H]3C)N(Cc3ccccc3)C2=O)CC1	nt	-0.9	-0.5	-3.1	-0.7	0.0	1	0	nt	-2	-7
Cn1nc(C2CC2)cc1NC(=O)C1(C)CCN1C(=O)CCc1ccccc1 (stereo unspecified)	-1.2	-1.1	0.1	0.2	1.6	-0.2	2	-2	nt	6	-1
O=C1C=C(c2cc3ccccc3s2)CCC1	-1.0	-0.4	5.3	2.4	0.3	0.9	4	3	1.6	3	6
COC(=O)CCC(=O)NC(=S)Nc1ccc(S(=O)(=O)Nc2cc(OC)nc(OC)n2)cc1	-0.1	-1.5	-0.8	0.9	1.0	-0.3	3	1	1.1	-2	0
CC(=O)NC(C)c1ccc(Cl)c(Cl)c1 (stereo unspecified)	0.4	-0.4	0.2	-0.8	0.0	0.5	2	3	0.4	2	-1
CCc1ccc(S(=O)(=O)Nc2ccc(-c3ccc4nncn4n3)cc2)s1	5.2	-0.7	-2.7	-2.0	-0.4	0.1	-6	4	1.1	-1	3
CCOc1cc(/C=N/NC(=O)OC)ccc1OCCSc1ccc(Cl)cc1	-0.1	0.0	-3.4	-0.7	-0.8	-0.3	2	2	-0.4	-1	14
CCC(=O)N1CCC(NC(=O)Nc2ccc(OC(F)(F)F)cc2)CC1	-1.0	-0.5	-1.4	-2.2	-0.5	0.5	-3	-2	0.1	0	-4
COC(=O)c1sc2cc(C(F)(F)F)cnc2c1-c1ccccn1	1.0	-1.0	2.6	-0.4	0.2	-0.6	7	1	-0.1	-2	1
O=C1CCC(C(=O)OCC(=O)Nc2ccc(Cl)cc2C(F)(F)F)=NN1	0.7	-1.1	4.4	0.0	-0.7	0.0	2	1	0.7	1	9
CNc1cncc(-c2cccc(C(=O)N(C)C)c2)n1	1.5	-1.6	4.4	-0.2	0.6	51*	2	3	nt	-1	3
COc1cccc(OCC(=O)NNC(=O)CCc2ccccc2)c1	1.8	-0.4	1.2	-1.1	0.8	0.3	1	4	-0.9	-4	2
COc1ccc(/C=C/C=C2\N=C(SC)SC2=O)cc1	1.9	-0.8	1.2	0.1	-0.1	-1.2	0	26	0.0	3	-2
CCCCc1c(O)nc(SC2CC(=O)N(c3ccc(C(=O)OCC)cc3)C2=O)[nH]c1=O (stereo unspecified)	0.0	-1.0	0.2	-1.8	0.1	-0.2	3	0	-1.0	-2	15
C/C(Nc1ccc(C)cc1)=C(/C#N)C(N)=O	-0.8	-0.3	-0.9	0.2	1.0	0.1	2	1	0.8	1	2
Cc1ccc(C)c(N2CCN(C(=O)c3ccc(CSc4nc5ccncc5[nH]4)cc3)CC2)c1	1.0	-1.9	0.1	-3.3	-1.4	0.4	0	-9	-1.6	-2	-26
Cc1cc(NC(=O)CSc2nc(N)c(NC(=O)c3ccccc3F)c(=O)[nH]2)no1	-0.3	0.9*	-1.4	1.4	-1.6	0.6	6	2	0.4	4	6
COc1ccc(/C=N/Nc2nnc(Cc3ccccc3)c(=O)[nH]2)cc1	2.0	-1.4	-2.4	-0.2	0.1	0.4	-1	14	3.0	-1	3
CC(=O)C1=C(O)C(=O)N(Cc2cccnc2)C1c1ccc(O)cc1 (stereo unspecified)	1.4	-1.3	-1.4	-0.2	0.0	0.1	3	3	-0.3	2	-1

By substructure: the entries above with a thiophene ring, fused or not.
SMILES	GAA850 FXN act	ssDAF-12 act	hgDAF-12 ag	hcDAF-12 act	DAX1 inh-1	proKLK7 act	GC-B act	GC-A act	DAX1 inh-2	SMARCA2 act	HGIII-sPLA2 inh
O=C1C=C(c2cc3ccccc3s2)CCC1	-1.0	-0.4	5.3	2.4	0.3	0.9	4	3	1.6	3	6
CCc1ccc(S(=O)(=O)Nc2ccc(-c3ccc4nncn4n3)cc2)s1	5.2	-0.7	-2.7	-2.0	-0.4	0.1	-6	4	1.1	-1	3
COC(=O)c1sc2cc(C(F)(F)F)cnc2c1-c1ccccn1	1.0	-1.0	2.6	-0.4	0.2	-0.6	7	1	-0.1	-2	1

(list continues)
SMILES	GAA850 FXN act	ssDAF-12 act	hgDAF-12 ag	hcDAF-12 act	DAX1 inh-1	proKLK7 act	GC-B act	GC-A act	DAX1 inh-2	SMARCA2 act	HGIII-sPLA2 inh
O=C(Nc1ccc(Br)c2cccnc12)c1ccc(Cn2cc([N+](=O)[O-])cn2)o1	1.8	-1.2	-1.8	1.0	1.4	-0.4	-9	-14	-1.1	1	-11
Nc1nn(-c2ccccc2)c(N)c1N=Nc1ccccc1F	1.0	2.1*	18*	10*	2.8	-0.2	-2	7	-1.9	3	17
CC1CCCCN1C(=O)CSc1nc2ccsc2c(=O)n1Cc1ccccn1 (stereo unspecified)	1.7	-1.1	2.5	-0.5	0.6	3.3	2	-1	0.3	0	0
O=C(C(=O)N1CCN(C(=O)c2ccccc2C(F)(F)F)CC1)c1cccc(C(F)(F)F)c1	nt	-0.5	-2.1	-1.0	-0.2	0.5	4	-1	nt	-3	-3
CCCc1cc2c(cc1NS(=O)(=O)c1ccc(CCNC(C)=O)cc1)OCO2	-0.8	-2.0	-2.2	-1.2	-1.3	0.0	2	3	-0.9	-1	-11
Cc1nc2ccccc2c2oc(C(=O)NCCCN3CC(C)CC(C)C3)cc12 (stereo unspecified)	-0.5	0.3	2.3	-1.1	2.5	-0.3	-2	4	0.0	0	-1
CN(N)C(=S)Nc1ccc(Cl)cc1	0.1	-1.3	2.6	-0.1	0.3	0.5	5	1	1.7	0	15
Cc1cc(O)c2c(-c3ccccc3)cc(=O)oc2c1	0.3	-1.1	-2.0	-0.1	-1.5	0.1	-1	2	-0.3	-2	-1
CC[C@H](C)[C@@H](C(=O)N1CCNCC1)n1cc([C@@H](N)CO)nn1	0.8	-0.5	-0.8	1.3	0.8	-0.1	-1	-1	1.2	1	6
C=CCNC(=S)NNC(=O)CC12CC3CC(CC(C3)C1)C2	2.1	-0.7	2.0	1.1	-0.4	0.1	0	1	-0.7	-1	17
O=C(NCCOc1ccccc1-c1ccccc1)c1ccco1	-0.3	-1.4	-1.2	-1.3	-0.3	0.0	-4	0	0.3	0	-4
Cc1cc(CN(C)C(=O)CC2C(=O)NCCN2Cc2ccc(F)c(F)c2)on1 (stereo unspecified)	-0.3	-1.9	0.7	-0.9	0.5	-0.1	6	-5	-0.3	5	-5
Cc1ccc2nc(SCC(=O)Nc3cc(C)on3)nc(=O)n2c1	2.2	-0.6	0.5	-0.5	-0.3	0.2	-2	2	-1.0	0	12
Nc1ccc(C(=O)N/N=C\c2ccc(OC(=O)c3ccccc3Cl)cc2)cc1	1.5	-0.9	1.9	0.4	-0.1	-0.4	-1	0	-0.3	3	-3
Cc1ccc(-n2c(SCC(N)=O)nnc2-c2ccc(S(=O)(=O)N3CCCCC3)cc2)c(C)c1	-0.5	-1.4	-1.5	-0.8	-1.5	1.0	7	1	0.1	-2	5
O=C(Cc1ccsc1)N1CCN(S(=O)(=O)c2ccccc2F)CC1	1.8	-1.1	-2.5	1.1	-0.1	0.5	-6	-1	-0.4	-3	10
O=C(CN1CCC(NC(=O)c2ccc(F)cc2)CC1)NCc1ccccc1F	-0.1	-1.6	-0.1	-1.9	-0.1	-0.2	-4	3	-2.0	-3	7
Cc1cc(O)ccc1-c1cc(C(=O)NCc2cc(C(F)(F)F)cc(C(F)(F)F)c2)[nH]n1	1.4	-1.0	-1.9	2.3	1.6	-0.2	2	0	nt	-1	-11
COc1ccc(CCN(C)C(=O)c2ccc3c(=O)n4c(nc3c2)CCCCC4)cc1OC	3.8	-0.8	-0.9	1.7	-0.7	-0.3	2	-5	-0.4	2	7
Cc1cc(C)c(C(=O)CC2(O)C(=O)Nc3ccccc32)cc1C (stereo unspecified)	-2.1	-1.2	2.2	-1.5	0.5	0.1	-3	-2	-0.5	0	0
CC1CCC(NS(=O)(=O)c2ccc(N3CCCC3=O)cc2)CC1 (stereo unspecified)	-1.0	-1.4	-2.3	-2.3	-3.3	-0.1	5	10	-2.0	-2	-4
O=C(CSc1ccc(Cl)cc1)Nc1ccccc1N1CCN(C(=O)c2ccccc2)CC1	-0.8	-1.3	-1.6	-1.0	0.0	0.2	-12	-13	0.2	0	0
CCOC(=O)c1c(NC(=O)CSc2nnc(C)s2)sc2c1CCCCC2	3.1	-0.9	0.9	-1.0	-0.6	0.2	-1	-4	0.5	-2	-19
Cc1cc(NCCCN)nc(-c2ccccc2O)n1	1.3	-0.7	5.6	1.2	0.2	0.1	4	-3	0.9	-1	-6
NS(=O)(=O)c1cccc(NC(=O)c2ccc(S(=O)(=O)N3CCCCCC3)cc2)c1	0.7	-1.5	0.4	-0.3	-1.0	0.9	-1	-2	-0.9	-4	-21
Cc1nc(NC(=O)c2ccc(Br)o2)ccc1Br	3.8	-0.5	5.3	3.6	4.0*	0.0	4	-3	0.1	2	3
O=C(NCCCN1CCOCC1)c1cccc(S(=O)(=O)N2CCN(c3ccccc3)CC2)c1	-0.9	-1.3	-0.5	-0.1	-1.4	0.3	-1	0	-1.0	1	-3
CCC(C)c1ccc(NC(=S)Nc2ccc(OC)cc2)cc1 (stereo unspecified)	-0.2	-1.6	4.6	3.0	-0.2	-0.4	3	-1	2.5	8	4
C[C@H](CO)N1C[C@H](C)[C@@H](CN(C)Cc2ccncc2)OCCCC[C@H](C)Oc2ccc(NC(=O)CCCN(C)C)cc2C1=O	nt	-0.6	4.1	-0.7	0.0	-0.1	-1	0	nt	-5	15
O=C1C2C3C=CC(CC3)C2C(=O)N1c1ccccc1F (stereo unspecified)	1.0	-0.8	1.2	-1.8	-0.1	-0.3	-2	-3	0.9	-4	7
CC(C)(C)OC(=O)N1Cc2ccccc2C[C@H]1C(=O)O	0.3	-0.8	0.2	-0.6	0.1	-0.5	5	-2	0.6	-1	-6
COc1cccc(C(=O)Nc2c3c(nn2-c2ccccc2C)CS(=O)C3)c1OC (stereo unspecified)	3.2	-1.0	1.3	-0.9	-0.9	-0.6	-3	-1	-0.2	-2	-1
CCc1ccc(C(O)c2ncc(-c3ccccc3Cl)[nH]2)cc1 (stereo unspecified)	-3.0	-1.4	-0.8	0.8	-0.5	-0.3	-2	2	nt	-2	-10
CC(=O)c1cccc(NC(=O)CN2C(=O)NC(C)(C)C2=O)c1	-2.0	-1.5	0.9	0.4	-0.5	-0.2	4	3	0.6	-1	9
